Autophagy mod: alters autophagy in cells; MEF GFP-LC3 puncta imaging; test concentration mostly 10 µM; calls only at 10 µM (by protocol); 0.98% of 190,000 active;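 active = percentage of spot-positive cells more than 3 SD above its plate mean, without a fluorescence outlier flag or 80% toxicity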;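 note: spot-positive cell cutoff set from DMSO-treated cells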
Lipid droplet: hepatic lipid droplet formation modulation | inhibition, % at 6.5 µM | 0.4% of 240,000 active | AML12 mouse hepatocytes, oleate lipid droplets, BODIPY imaging;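 active = lipid droplet intensity inhibited by at least 50%, with more than 500 cells counted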
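material = mouse AML12 hepatocyte cell line, fixed after treatment | also added = 100 µM oleic acid challenge | doses = compound at 6.5 µM only | schedule = overnight exposure | technique = Image-based BODIPY and DAPI two-channel analysis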
CSM14.1 death rescue: rescue of cells from ER stress-induced death, primary screen, 384-well, CSM14.1, thapsigargin, ATP luminescence (AID 1222); CSM14.1 thapsigargin-induced death rescue, ATP luminescence; higher % means a stronger effect; cellular ATP content (survival), % at 20 µM, or EC50 in µM where a hit was titrated; 190,000 tested, under 10 active;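 active = EC50 below 50 µM in the dose-response confirmation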;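 note: death triggered by thapsigargin at about 15 µM added after 2 h compound pretreatment; cell ATP read after overnight thapsigargin exposure of roughly 18 to 22 hours; normalized against plate controls of thapsigargin alone and 5% DMSO vehicle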
XIAP antagonists: small molecules displacing peptide from XIAP – biochemical, IAP family, fluorescence polarization (AID 1018); XIAP BIR domain, fluorescence polarization peptide displacement; higher % means a stronger effect; displacement, % at 20 µM; hits with a dose series show IC50 in µM; 0.007% of 200,000 active; in the data active = displacement above about 50%; note: a part of the inactive calls stands beside numbers as strong as those of hits
Dynein cargo inh: blocks dynein driven cargo transport along microtubules | 3617.4 mouse cells, GR-EGFP nuclear translocation imaging; test concentration mostly 20 µM; stimulated with dexamethasone, 1 µM; stronger effect = lower value | 0.47% of 220,000 active | AID 1381 | z-score, hits read low;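 active = plate z-score of nuclear minus cytoplasmic receptor signal below a set negative limit, without overly bright fluorescence or cell loss, cut at about -3.5 in these data, passing the limit was not always enough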;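 note: z-score of nuclear minus cytoplasmic ring GR-EGFP intensity difference per well; some compounds called inactive have numbers as strong as hits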
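medium = tetracycline-free induction medium containing charcoal-stripped FBS | probe or stimulus = dexamethasone, 1.0 µM final | timing = 48 h induction, then 1 h compound, then 30 min agonist, 37 °C | detection = automated 10x imaging of fixed Hoechst-stained cells | read-out basis = nuclear versus cytoplasmic GR-EGFP signal, averaged per well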
WT yeast gro inh: growth inhibition of WT yeast, mitochondrial fusion screen; mitochondrial fusion phenotypic screen, WT strain; inhibition, % at 10 µM; 2.1% of 190,000 active; AID 1362; in the data active = inhibition above about 58%; tested in S. cerevisiae
b-catenin transl: alters nuclear translocation of beta-catenin in HeLa cells; immunofluorescence imaging; nuclear translocation activity, % at 5 µM; 0.3% of 190,000 active; AID 1665;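 active = nuclear translocation activity above 50% at 5 µM, with a well cell count of 50 or more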;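 note: per-cell ratio of nuclear to cytoplasmic median beta-catenin stain intensity; plate controls were DMSO negative control for no effect and GSK-3 inhibitor IX positive control for full effect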
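Test system: human HeLa cells, endogenous beta-catenin. Times: 24 h compound exposure, 37°C. Measured by: beta-catenin immunofluorescence imaging with DAPI.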
Ins promoter up: MIN6 insulin promoter up-regulation; MIN6 insulin promoter-GFP reporter, high-content imaging; stronger effect = higher value; z-score at 5 µM; 0.3% of 190,000 active;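 active = z-score above 3 at 5 µM with at least 500 cells counted in the well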
MT stabilizer: stabilizes microtubules in HeLa cells | HeLa tubulin immunostaining HCS, 24 h; share of cells brighter than vehicle mean+2SD | % tubulin-high responders, % at 10 µM | 0.83% of 200,000 active;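 active = plate Z-score above 3 for both tubulin-high and condensed-nucleus cell shares, with cell loss under 80%, at 10 µM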;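 note: anti alpha tubulin signal scored within the nucleus-defined area of each cell; some results filed as inactive read as strong as hits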
WT yeast gro inh mutant strain: also measured in WT yeast gro inh; calls as there; inhibition, %; mitochondrial fusion phenotypic screen, mutant strain inhibition
Dynein cargo inh cytoplasmic EGFP: second read-out of Dynein cargo inh, no call of its own (marks repeat the call); z-score; measured here: cytoplasmic GR-EGFP intensity; stronger effect = higher value
Dynein cargo inh nuclear GR-EGFP: further read-out of Dynein cargo inh, marked with its call; z-score; measured here: nuclear GR-EGFP intensity;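 lower value marks the stronger effect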
Dynein cargo inh cell count: second read-out of Dynein cargo inh, no call of its own (marks repeat the call); z-score; measured here: cell count per field
Ins promoter up cell count: further read-out of Ins promoter up, marked with its call; cell count; measured here: cytotoxicity, nuclei count;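 total cells summed across four imaged fields per well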
Lipid droplet cells 6.5 µM: second read-out of Lipid droplet, no call of its own (marks repeat the call); cell count; measured here: cell count, cytotoxicity flag;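 cells counted across two imaged fields per well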
b-catenin transl cell count 5 µM: recorded beside b-catenin transl, whose call it bears; cell count; measured here: cell count, cytotoxicity flag
MT stabilizer Hoechst-high %: also measured in MT stabilizer; calls as there; % Hoechst-high responders; measured here: nuclear condensation Hoechst responders;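 share of cells brighter than vehicle mean plus two SD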
MT stabilizer cytotoxicity %: further read-out of MT stabilizer, marked with its call; toxicity, %; measured here: cytotoxicity by cell density;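 0% = mean cell density of plate MIN control wells and 100% = no cells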
Autophagy mod cell loss 18 h: second read-out of Autophagy mod, no call of its own (marks repeat the call); toxicity, %; measured here: cell loss, nuclei count;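 cell loss after 18 h compound exposure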
* hit, by the source's call. An unsorted share of the library. About 4% of those tested had a hit in this group.

For Cc1cc(C)cc(N(C(=O)CCC(=O)Nc2ccccn2)C(C(=O)NC(C)C)c2ccc(O)cc2)c1 (stereo not drawn) the results were Autophagy mod inactive, Lipid droplet -28, CSM14.1 death rescue -0.8%, XIAP antagonists -1.9%, Dynein cargo inh -0.55, WT yeast gro inh -10, b-catenin transl 3.0, Ins promoter up -0.09, MT stabilizer 2.9, WT yeast gro inh mutant strain -15, Dynein cargo inh cytoplasmic EGFP -0.34, Dynein cargo inh nuclear GR-EGFP -0.77, Dynein cargo inh cell count 0.9, Ins promoter up cell count 1256, Lipid droplet cells 6.5 µM 655, b-catenin transl cell count 5 µM 1050, MT stabilizer Hoechst-high % 1.1, MT stabilizer cytotoxicity % 7.1 and Autophagy mod cell loss 18 h -6.
Screening Cc1cc(C)c(C)c(Cn2c(CO)nc3ccccc32)c1C returned Autophagy mod inactive, Lipid droplet -4, CSM14.1 death rescue 0.5%, XIAP antagonists 4.2%, Dynein cargo inh -0.64, WT yeast gro inh 15, b-catenin transl -1.9, MT stabilizer 2.2, WT yeast gro inh mutant strain 6, Dynein cargo inh cytoplasmic EGFP -0.23, Dynein cargo inh nuclear GR-EGFP -0.31, Dynein cargo inh cell count 0.96, Lipid droplet cells 6.5 µM 718, b-catenin transl cell count 5 µM 1224, MT stabilizer Hoechst-high % 1.1, MT stabilizer cytotoxicity % 4.3 and Autophagy mod cell loss 18 h -6.
O=c1c2c(nc3nc(COc4ccccc4)[nH]n13)CCC2 was read as Autophagy mod inactive, Lipid droplet -12, XIAP antagonists 0.3%, Dynein cargo inh 0.41, WT yeast gro inh -8, b-catenin transl -0.8, Ins promoter up 0.19, MT stabilizer 2.5, WT yeast gro inh mutant strain -5, Dynein cargo inh cytoplasmic EGFP -0.21, Dynein cargo inh nuclear GR-EGFP 0.015, Dynein cargo inh cell count -0.12, Ins promoter up cell count 1195, Lipid droplet cells 6.5 µM 619, b-catenin transl cell count 5 µM 1138, MT stabilizer Hoechst-high % 1.4, MT stabilizer cytotoxicity % 2.5 and Autophagy mod cell loss 18 h -5.
`O=C(OCC(=O)N1CCC(Cc2ccccc2)CC1)c1ccccc1` gave Autophagy mod inactive, Lipid droplet 5, CSM14.1 death rescue -0.9%, XIAP antagonists -8.3%, Dynein cargo inh 0.45, WT yeast gro inh -2, b-catenin transl -3.6, Ins promoter up 0.01, MT stabilizer 7.3, WT yeast gro inh mutant strain 21, Dynein cargo inh cytoplasmic EGFP -0.11, Dynein cargo inh nuclear GR-EGFP 0.54, Dynein cargo inh cell count -0.11, Ins promoter up cell count 1272, Lipid droplet cells 6.5 µM 678, b-catenin transl cell count 5 µM 1180, MT stabilizer Hoechst-high % 2.9, MT stabilizer cytotoxicity % 6.0 and Autophagy mod cell loss 18 h -8.
`CCN(CCO)C(=O)CC1C(=O)NCCN1Cc1c(F)cccc1Cl` (stereo not drawn) gave Autophagy mod inactive, Lipid droplet -2, CSM14.1 death rescue -0.7%, XIAP antagonists -6.9%, Dynein cargo inh -0.35, WT yeast gro inh 9, b-catenin transl 1.8, Ins promoter up 1.3, MT stabilizer 4.3, WT yeast gro inh mutant strain 4, Dynein cargo inh cytoplasmic EGFP -0.33, Dynein cargo inh nuclear GR-EGFP -0.38, Dynein cargo inh cell count 1.1, Ins promoter up cell count 1454, Lipid droplet cells 6.5 µM 712, b-catenin transl cell count 5 µM 987, MT stabilizer Hoechst-high % 2.0, MT stabilizer cytotoxicity % 5.5 and Autophagy mod cell loss 18 h -33.
For O=C(COc1ccc(-n2cnnn2)cc1)NC1CCCCC1 the results were Autophagy mod inactive, CSM14.1 death rescue 1.9%, XIAP antagonists 0.9%, Dynein cargo inh 2, WT yeast gro inh -18, b-catenin transl 0.6, Ins promoter up 0.74, MT stabilizer 2.0, WT yeast gro inh mutant strain 6, Dynein cargo inh cytoplasmic EGFP -0.18, Dynein cargo inh nuclear GR-EGFP 1.6, Dynein cargo inh cell count -1.5, Ins promoter up cell count 1158, b-catenin transl cell count 5 µM 1124, MT stabilizer Hoechst-high % 2.2, MT stabilizer cytotoxicity % 11 and Autophagy mod cell loss 18 h -5.
`CC(Sc1nnc(NC2CCCCC2)s1)C(=O)Nc1ccc2c(c1)C(=O)c1ccccc1C2=O` (stereo not drawn) gave Autophagy mod inactive, Lipid droplet 15, CSM14.1 death rescue -2.2%, XIAP antagonists 0.0%, Dynein cargo inh 0.33, WT yeast gro inh 21, b-catenin transl -3.9, Ins promoter up -0.27, MT stabilizer 2.0, WT yeast gro inh mutant strain -15, Dynein cargo inh cytoplasmic EGFP -0.14, Dynein cargo inh nuclear GR-EGFP 0.49, Dynein cargo inh cell count -0.46, Ins promoter up cell count 1169, Lipid droplet cells 6.5 µM 655, b-catenin transl cell count 5 µM 598, MT stabilizer Hoechst-high % 2.3, MT stabilizer cytotoxicity % 15 and Autophagy mod cell loss 18 h 2.
Screening O=C(COc1ccc(-n2ccnc2)cc1)Nc1cccc(F)c1 returned Lipid droplet 5, Dynein cargo inh -0.046, b-catenin transl 0.9, Ins promoter up -0.41, Dynein cargo inh cytoplasmic EGFP -0.26, Dynein cargo inh nuclear GR-EGFP 0.015, Dynein cargo inh cell count 0.82, Ins promoter up cell count 1114, Lipid droplet cells 6.5 µM 739 and b-catenin transl cell count 5 µM 1300.
`COc1ccc(-c2nn(-c3ccccc3)cc2C#N)cc1` gave Autophagy mod inactive, Lipid droplet 25, CSM14.1 death rescue -1.2%, XIAP antagonists -6.5%, Dynein cargo inh 0.44, WT yeast gro inh 9, Ins promoter up -0.46, MT stabilizer 1.4, WT yeast gro inh mutant strain 17, Dynein cargo inh cytoplasmic EGFP -0.21, Dynein cargo inh nuclear GR-EGFP 0.23, Dynein cargo inh cell count 0.41, Ins promoter up cell count 927, Lipid droplet cells 6.5 µM 833, MT stabilizer Hoechst-high % 1.5, MT stabilizer cytotoxicity % 5.3 and Autophagy mod cell loss 18 h 4.
Screening Cc1ccc(-c2nc3cccnc3s2)cc1NC(=O)C1c2ccccc2Oc2ccccc21 returned Autophagy mod inactive, CSM14.1 death rescue -3.0%, XIAP antagonists -6.7%, Dynein cargo inh -0.68, WT yeast gro inh -14, b-catenin transl 4.2, Ins promoter up 0.37, MT stabilizer 4.7, WT yeast gro inh mutant strain -36, Dynein cargo inh cytoplasmic EGFP -0.15, Dynein cargo inh nuclear GR-EGFP 0.25, Dynein cargo inh cell count 0.058, Ins promoter up cell count 1332, b-catenin transl cell count 5 µM 606, MT stabilizer Hoechst-high % 0.7, MT stabilizer cytotoxicity % 11 and Autophagy mod cell loss 18 h 9.
For CCOC(=O)N1CCN(CC(=O)Nc2ccc(OC)cc2)CC1 the results were Autophagy mod inactive, Lipid droplet 5, CSM14.1 death rescue 8.1%, XIAP antagonists -4.7%, Dynein cargo inh -0.55, WT yeast gro inh 11, b-catenin transl -0.7, Ins promoter up -0.06, MT stabilizer 1.8, WT yeast gro inh mutant strain 25, Dynein cargo inh cytoplasmic EGFP -0.13, Dynein cargo inh nuclear GR-EGFP 0.013, Dynein cargo inh cell count 0.75, Ins promoter up cell count 1270, Lipid droplet cells 6.5 µM 735, b-catenin transl cell count 5 µM 1204, MT stabilizer Hoechst-high % 1.5, MT stabilizer cytotoxicity % 9.8 and Autophagy mod cell loss 18 h -5.
C1CCc2c(nnc3c2-c2nonc2CC3)C1 was read as Autophagy mod inactive, CSM14.1 death rescue -0.4%, XIAP antagonists -2.8%, Dynein cargo inh 0.32, WT yeast gro inh -7, b-catenin transl -3.0, Ins promoter up 1.1, MT stabilizer 3.6, WT yeast gro inh mutant strain -9, Dynein cargo inh cytoplasmic EGFP -0.43, Dynein cargo inh nuclear GR-EGFP -0.01, Dynein cargo inh cell count 0.27, Ins promoter up cell count 1189, b-catenin transl cell count 5 µM 856, MT stabilizer Hoechst-high % 0.1, MT stabilizer cytotoxicity % 5.8 and Autophagy mod cell loss 18 h 9.
`CN(/C=C/C(=O)C(F)(F)F)Cc1ccccc1` gave Autophagy mod inactive, CSM14.1 death rescue 0.0%, XIAP antagonists -2.4%, Dynein cargo inh 0.45, WT yeast gro inh -50, MT stabilizer 3.4, WT yeast gro inh mutant strain 3, Dynein cargo inh cytoplasmic EGFP -0.21, Dynein cargo inh nuclear GR-EGFP -0.57, Dynein cargo inh cell count -0.19, MT stabilizer Hoechst-high % 1.7, MT stabilizer cytotoxicity % 2.3 and Autophagy mod cell loss 18 h 1.
COCCN(C(=S)Nc1ccccc1C)C(C)c1cccs1 (stereo not drawn) was read as Autophagy mod inactive, Lipid droplet -49, CSM14.1 death rescue -1.3%, XIAP antagonists -10%, Dynein cargo inh 0.34, WT yeast gro inh 24, b-catenin transl 1.9, Ins promoter up 0.17, MT stabilizer 1.7, WT yeast gro inh mutant strain 3, Dynein cargo inh cytoplasmic EGFP -0.16, Dynein cargo inh nuclear GR-EGFP 0.2, Dynein cargo inh cell count -1.5, Ins promoter up cell count 1335, Lipid droplet cells 6.5 µM 554, b-catenin transl cell count 5 µM 971, MT stabilizer Hoechst-high % 3.5, MT stabilizer cytotoxicity % 2.8 and Autophagy mod cell loss 18 h 5.

Screening data from PubChem.
